5HT1a ag: 5-HT1a (human) receptor agonism. CHO 5-HT1a Ga15 NFAT-bla reporter, FRET ratio; 0% basal, 100% maximal reference agonist. activation, % at 10 µM. actives 0.56% (n = 65,000);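 active = activation above the screen-wide mean activation plus 3 SD, cut at about 19% in these data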;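 also: 0% = DMSO wells and 100% = 5-CT at EC100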
HTR1E antagonist: antagonists of human 5-HT1E serotonin receptor; inhibition, % at 6 µM; actives 0.99% (n = 65,000); P28566; CHO 5-HT1E Ga15 NFAT-bla reporter, FRET, antagonist; AID 571;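 active = inhibition above a set limit, the mean inhibition across every tested compound plus 3 SD, cut at about 29% in these data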;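 also: signal is the 460 over 535 nm emission ratio of beta-lactamase substrate; 0% = agonist plus DMSO wells and 100% = wells without agonist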
Target sequence (P28566 whole entry, looked up): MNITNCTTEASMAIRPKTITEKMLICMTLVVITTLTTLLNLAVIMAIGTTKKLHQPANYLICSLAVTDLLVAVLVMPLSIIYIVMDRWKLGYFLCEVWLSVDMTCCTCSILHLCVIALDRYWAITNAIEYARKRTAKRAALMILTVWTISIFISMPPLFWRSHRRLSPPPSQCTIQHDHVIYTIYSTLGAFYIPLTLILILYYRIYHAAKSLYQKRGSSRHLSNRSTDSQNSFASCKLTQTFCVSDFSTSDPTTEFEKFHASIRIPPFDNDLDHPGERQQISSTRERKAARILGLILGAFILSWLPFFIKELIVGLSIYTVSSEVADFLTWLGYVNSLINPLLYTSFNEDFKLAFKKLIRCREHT
NADH coupling: blocks coupling enzymes of NAD/NADH assays; actives 0.02% (n = 65,000); IC50, µM (doses to about 10 µM), for the others: top-dose inhibition; coupled PK/LDH NADH assays, four targets;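 active = single-dose screening hits from any of four coupled enzyme assays that gave an IC50 when retested across doses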;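 also: the DPM-DC format reads NADH fluorescence rather than 340 nm absorbance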
RORA act: RORA (human) activation; P35398; actives 1.5% (n = 65,000); CHO-K1 Gal4-RORA LBD luciferase reporter, luminescence; percent increase over mock-subtracted basal signal; activation, % at 10 µM; AID 560;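 active = activation above the mean of all tested compounds plus 3 SD, cut at about 49% in these data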;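 also: 0% = DMSO-treated RORA cells and 100% = added signal equal to DMSO minus mock-transfected cells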
Ecoli tolC: blocks growth of E. coli BW25113 tolC mutant. OD615. growth inhibition, % at 10 µM (by protocol). actives 2.2% (n = 65,000). AID 573;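 active = growth inhibition at or above a cutoff equal to the mean over every tested compound plus 3 SD, cut at about 60% in these data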;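 also: growth measured after 20 h incubation at 37 °C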
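Test system: tolC-deleted E. coli BW25113; medium: LB with kanamycin 50 µg/mL; compound: single-point testing at 10 µM; incubation: 20 h compound exposure of bacteria at 37 °C; signal: OD at 615 nm; evaluation: growth inhibition in percent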
5-HT1A blocker: antagonists of human 5-HT1a serotonin receptor; P08908; CHO 5-HT1a Ga15 NFAT-bla reporter, antagonist mode; inhibition, % at 10 µM; actives 0.68% (n = 62,000);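 active = inhibition above the mean of all tested compounds plus 3 SD, cut at about 43% in these data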;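 also: receptor stimulated by 5-CT agonist at 100 nM near EC80; beta-lactamase reporter measured by ratiometric fluorescence of a cleavable substrate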
HTR1E agonist: 5-HT1E (human) receptor agonism; P28566; CHO 5-HT1E Ga15 NFAT-bla reporter, FRET; 0% DMSO wells, 100% control agonist wells; activation, % at 6 µM; actives 0.69% (n = 65,000);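 active = activation above a set limit, the screen-wide mean activation plus 3 SD, cut at about 8.5% in these data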;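 also: 100% = positive control agonist at 1 µM giving full maximal response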
MMP13 inh: blocks human MMP13 activity; P45452; MMP-13 fTHP FRET cleavage, Mca fluorescence; inhibition, % at 4 µM; actives 0.07% (n = 65,000); AID 570;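 active = inhibition above the mean of compound-free control plate wells plus 3 SD, cut at about 14% in these data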;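 also: 0% = DMSO wells and 100% = wells with reference MMP-13 inhibitor after basal subtraction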
SF-1 act: SF-1 (human) activation | Q13285 | CHO-K1 Gal4-SF-1 LBD luciferase reporter; % increase over DMSO SF-1-specific signal | activation, % at 10 µM | actives 1.9% (n = 65,000) | AID 522;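 active = activation above the mean activation of all tested compounds plus 3 SD, cut at about 50% in these data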
Target sequence (Q13285 whole entry, looked up, the tested form may be a part): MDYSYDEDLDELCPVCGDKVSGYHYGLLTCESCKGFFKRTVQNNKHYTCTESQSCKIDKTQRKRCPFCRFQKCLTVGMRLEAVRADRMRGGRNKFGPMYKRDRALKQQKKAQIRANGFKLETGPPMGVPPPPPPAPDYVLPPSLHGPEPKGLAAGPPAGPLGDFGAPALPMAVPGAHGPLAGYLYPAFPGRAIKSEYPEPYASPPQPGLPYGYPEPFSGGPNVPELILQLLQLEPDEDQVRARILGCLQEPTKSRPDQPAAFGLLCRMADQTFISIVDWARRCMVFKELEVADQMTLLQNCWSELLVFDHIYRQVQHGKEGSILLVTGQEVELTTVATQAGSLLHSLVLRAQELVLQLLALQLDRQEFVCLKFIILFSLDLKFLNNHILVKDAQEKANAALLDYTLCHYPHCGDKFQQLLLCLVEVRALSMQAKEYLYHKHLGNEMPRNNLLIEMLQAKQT
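Compound – one dose, 10 µM compound, 1% DMSO · Test system – transient Gal4-SF-1 LBD reporter, CHO-K1 · Input – 4,000 cells in each well · Read-out basis – percent activation relative to DMSO median and mock-transfected background · Replicates – single measurement per compound · Technique – steady-glow luciferase luminescence, read after 15 min reagent incubation · Timing – 20 h compound treatment, 37 °C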
* = called active by the depositor; nt = no result given; [ ] = dose if it differs, or a comment.

mol,HTR1E antagonist,5HT1a ag,HTR1E agonist,5-HT1A blocker,RORA act,MMP13 inh,NADH coupling,SF-1 act,Ecoli tolC
Cc1c(N=C/C=C/c2ccccc2)cnn1C,1,2.0,0.7,2,-11,-2,10%,7,-7
C=CCn1c(=O)c2ccccc2n2c(SCC(=O)c3ccccc3)nnc12,2,-1.2,0.8,-11,4,2,5%,-2,-5
CCCC(=O)N1CCN(c2ccc(NC(=O)c3ccccc3)cc2)CC1,-2,-3.5,-0.8,10,1,0,8%,11,-15
COc1cccc(N(CC(=O)NC(C)(C)C)C(=O)C2CSC(=O)C2)c1 (centres undefined),6,0.9,-1.8,-7,7,2,4%,-7,-12
CC1CCc2c(C(=O)N3CCN(S(=O)(=O)c4cccs4)CC3)csc2C1 (centres undefined),8,-2.7,0.0,-21,1,3,4%,-2,5
Cc1nn(-c2ccc(F)cc2F)c2c1-c1nc(N3CCCC3)ncc1CC2,10,-2.2,1.6,11,-18,-69[fluorescence artefact?],6%[fluoresces],0,6
Cc1cc(C(=O)CN2C(=O)c3ccccc3S2(=O)=O)c(C)n1CC1CCCO1 (centres undefined),8,-0.7,-0.5,-3,-62,2,5%,-32,0
CC(=O)c1cccc(NC(=O)c2cc(C(C)C)on2)c1,2,3.3,-0.2,-2,55*,6,1%,74*,22
CN(C)S(=O)(=O)c1cccc(C(=O)C2=C3SC=C(c4ccccc4)N3CC2)c1,-2,-1.1,0.6,8,-9,6,37%,4,-18
Cn1c(=O)c(-c2ccccc2)nn2c3ccccc3nc12,3,2.4,0.3,18,42,-7,14%,-18,1
Oc1ccc(Cl)cc1/C=N/c1nccs1,-16,-1.1,-1.3,7,-1,2,1%,-14,0
CCC(OC(=O)c1cccs1)C(=O)NC1CCCCC1 (centres undefined),3,-0.5,-0.4,-6,-2,4,8%,-5,-9
O=C(NCCCn1ccnc1)C(F)(F)C(F)(F)C(=O)NCCCn1ccnc1,0,-4.4,-0.8,-16,20,1,5%,-2,-11
COc1ccc(CCNS(=O)(=O)c2ccc3c(c2)CCN3C(=O)C2CC2)cc1OC,-1,-1.3,1.7,-3,9,-2,1%,39,-23
c1ccc(C(c2nnnn2C2CCCC2)N2CCCCCC2)nc1 (centres undefined),6,-1.8,-0.4,-3,-4,-5,6%,-8,2
CN(C(=O)COc1cc(=O)n(C)c2ccccc12)c1ccc(Br)cc1,0,-0.7,-0.1,0,-36,10,2%,-12,13
COc1ccc(S(=O)(=O)NCCC(=O)NCc2ccc(F)cc2)cc1,5,-3.1,-0.9,-7,-9,-1,6%,-2,-1
Brc1ccc(-c2nnc3sc(CN4CCC5(CC4)OCCO5)cn23)cc1,-10,-0.8,-1.1,-1,-3,2,3%,6,-11
N#CCSc1ncnc2sc3c(c12)CCC3,14,1.8,1.1,-8,-24,3,7%,-9,5
COC(=O)c1cc2sccc2n1CC(=O)Nc1cccc(SC)c1,-5,-3.2,-1.2,38,-6,6,3%,-24,7
CCN(CC)S(=O)(=O)c1cccc(-c2nnc(SCC(=O)NC)n2CCc2ccccc2)c1,-13,-1.3,0.6,-12,-15,-2,7%,2,-11
CSc1ccc(CN(C)CC(=O)NC(=O)NC(C)(C)C)cc1,11,2.0,-0.1,1,6,7,6%,0,19
COc1ccc(NC(=O)CSc2nc(C)cc(C(F)(F)F)n2)cc1,-11,0.2,-0.9,5,8,2,2%,-12,13
O=C(Cn1c(CN2CCCCC2)nc2ccccc2c1=O)Nc1ccccc1,-6,-4.0,0.3,7,-13,2,5%,11,-5
CCOC(=O)CCc1c(C)nc2cc(-c3ccccc3OC)[nH]n2c1=O,10,-2.6,-0.8,9,1,-51,8%,16,-6

Next part (two carried over from the part before).
mol,HTR1E antagonist,5HT1a ag,HTR1E agonist,5-HT1A blocker,RORA act,MMP13 inh,NADH coupling,SF-1 act,Ecoli tolC
O=C(Cn1c(CN2CCCCC2)nc2ccccc2c1=O)Nc1ccccc1,-6,-4.0,0.3,7,-13,2,5%,11,-5
CCOC(=O)CCc1c(C)nc2cc(-c3ccccc3OC)[nH]n2c1=O,10,-2.6,-0.8,9,1,-51,8%,16,-6
Brc1[nH]nc2ccccc12,3,-2.9,-0.5,-3,19,1,0%,0,-9
c1coc(-c2nc3c4c5c(sc4ncn3n2)CCCC5)c1,-3,0.2,0.3,-3,1,-5,3%,14,0
CC1(C)c2ccccc2N2CC(=O)N(CC(N)=O)C21C (centres undefined),1,-3.4,0.3,-4,-3,-1,2%,-7,-15
Cc1cccc(S(=O)(=O)c2c(N)n(/N=C/c3cccnc3)c3nc4ccccc4nc23)c1,-10,0.8,0.2,-11,-6,-1,12%[fluoresces],0,-12
COc1ccc2oc(C(=O)OCC(=O)c3ccc4c(c3)OCCO4)c(C)c2c1,-9,-0.3,0.0,-10,5,1,1%,13,3
Clc1cccc(-c2nnc(SCc3nc4ccccc4[nH]3)n2Cc2ccco2)c1,15,0.6,0.8,27,-5,3,6%,11,50
COC(C)(C)[C@]12CC(O)(C(C)C)ON1[C@H]1CCCCC1N2O (some centres undefined),-8,0.0,-0.1,-18,-5,0,6%,-9,-12
OCCCc1nc2n(n1)C(c1ccccc1)C=C(c1ccc(F)cc1)N2 (centres undefined),12,-4.3,-0.8,-3,-6,-31,7%,-15,-17
CCOc1ccc(CCNC(=O)C2CCCN(c3nn4c(=O)cc(C)nc4s3)C2)cc1 (centres undefined),-1,-0.5,-0.5,-6,-19,0,7%,1,5
O=C(CSc1nc2ccccc2[nH]1)NCCN1CCCCC1,-8,-3.7,-1.1,9,-11,0,9%,-3,-16
CCCC1O[C@@H]2C[C@H]3[C@@H]4CCC5=CC(=O)C=C[C@]5(C)[C@H]4[C@@H](O)C[C@]3(C)[C@]2(C(=O)CO)O1 (some centres undefined),14,0.4,-0.4,nt,-3,8,1%,4,16
COc1ccccc1NC(=O)C1=C(C)Nc2nnnn2C1c1ccncc1 (centres undefined),-2,1.2,-0.1,-1,-12,0,4%,-12,-39
Cc1nnc(SCC(=O)NCc2ccccc2)s1,1,-1.0,0.3,6,0,3,3%,10,-16
Cc1cc(C)n2nc(C(=O)Nc3ccccc3N3CCOCC3)nc2n1,1,-1.0,0.1,-3,-15,2,6%,-5,-20
CCOc1ccc2oc(C(=O)OCC(=O)NC(=O)NC3CCCC3)c(C)c2c1,5,2.5,-0.6,7,5,-46,6%,8,9
CCCCn1c(CN2CCN(CCO)CC2)nc2ccccc21,0,1.7,-0.4,14,-18,2,1%,-5,-11
Cc1ccc(-c2cc(C(=O)Nc3c(C#N)cnn3C)no2)cc1,-6,-3.3,0.4,-18,22,1,2%,8,-17
CCCc1cc(=O)[nH]c(SCC(=O)N(C)Cc2ccccc2)n1,-11,-1.0,-0.6,5,-7,-5,7%,5,-1
O=C(NC1CCN(Cc2ccccc2)CC1)C1CCN(S(=O)(=O)c2cccc3cccnc23)CC1,-9,0.0,0.0,-1,4,5,2%,1,-12
O=c1c2c(nc3nc(SCc4ccccc4)[nH]n13)CCC2,-1,-2.3,0.8,-19,13,3,7%,-6,8
COC(=O)c1[nH]c2c(c1C)C(=O)CC(c1ccccc1)C2 (centres undefined),68*,-0.7,-1.9,55*,-32,1,3%,-22,0
COc1cccc(-c2nc(CS(=O)(=O)CC(=O)NCCCOC(C)C)c(C)o2)c1,8,-1.0,-0.1,2,1,-1,5%,0,-2
COC(=O)CN(C(=O)CSc1nnc(-c2cccc(OC)c2)o1)c1ccc(OC)cc1,6,-2.1,0.9,3,-8,-1,8%,-14,nt
O=C(CN1CCN(C2CCCCC2)CC1)c1ccc2cc[nH]c2c1,8,16,-0.1,-5,11,-28,1%[fluoresces],-15,2
CCCCOC(=O)n1c(SCC(=O)N(CC)CC)nc2ccccc21,8,0.5,-0.1,6,-15,-1,3%,-13,41
O=C(CNS(=O)(=O)c1cccs1)Nc1ccc2c(c1)OCCO2,0,-0.9,-1.0,-3,9,6,6%,43,-1
Cc1cccc(N2CCN(C(=O)c3cc4c(=O)n(C)c5ccccc5c4n3C)CC2)c1C,-9,3.9,2.0,-2,-1,4,5%,-34,-2

6 compounds from above, arranged by the number in HTR1E antagonist, descending.
Structure	HTR1E antagonist	5HT1a ag	HTR1E agonist	5-HT1A blocker	MMP13 inh	NADH coupling
COC(=O)c1[nH]c2c(c1C)C(=O)CC(c1ccccc1)C2 (centres undefined)	68*	-0.7	-1.9	55*	1	3%
CCCCOC(=O)n1c(SCC(=O)N(CC)CC)nc2ccccc21	8	0.5	-0.1	6	-1	3%
CC1(C)c2ccccc2N2CC(=O)N(CC(N)=O)C21C (centres undefined)	1	-3.4	0.3	-4	-1	2%
COc1ccc(CCNS(=O)(=O)c2ccc3c(c2)CCN3C(=O)C2CC2)cc1OC	-1	-1.3	1.7	-3	-2	1%
CCCC(=O)N1CCN(c2ccc(NC(=O)c3ccccc3)cc2)CC1	-2	-3.5	-0.8	10	0	8%
O=C(Cn1c(CN2CCCCC2)nc2ccccc2c1=O)Nc1ccccc1	-6	-4.0	0.3	7	2	5%

Compound activity from PubChem.
